# Screens as filed in PubChem.
# SRC3 TRFRET art: TR-FRET detection interference compounds, artefact control for PPARgamma SRC-3 recruitment agonists, biochemical, TR-FRET ratio; hit rate 0.39% among 99,000; TR-FRET ratio at 8 µM; AID 1048, 2008; TR-FRET artefact counter-screen, PPARgamma/SRC-3 format; hits give high values; in the data active = TR-FRET ratio above about 2000; note: inactives centre near 1600
# SRC1 TRFRET art: TR-FRET detection interference compounds, primary screen, artefact control for PPARgamma SRC-1 recruitment agonists, biochemical, TR-FRET emission ratio; TR-FRET detection artefact counter-screen; hits give high values; hit rate 0.34% among 99,000; AID 1051, 2008; TR-FRET ratio at 8 µM; in the data active = TR-FRET ratio above about 2300; note: inactives centre near 1800
# * hit, by the source's call.
SMILES,SRC3 TRFRET art,SRC1 TRFRET art
Cc1nc2sc(C(c3ccco3)N3CCC(C)CC3)c(O)n2n1 (stereo unspecified),1681,1736
O=C(CCc1nnc(CCCCc2ccccc2)o1)NCCN1CCOC1=O,1588,1849
COc1ccc(C(=O)NCCSc2ccccn2)cc1,1587,1782
Cn1c(=O)n(Cc2ccccc2Cl)c2ccccc21,1602,1575
N#Cc1ccc(-c2cn(-c3ccccc3)c3[n+]2CCCS3)cc1,1549,1752
Cc1ccc(OC(=O)c2sc3ncn(C)c(=O)c3c2C)cc1,1647,1672
CCn1ncc(/C=C2/SC(=S)NC2=O)c1C,1759,1992
Cc1cc(S(=O)(=O)N(Cc2ccccc2F)C2CC2)ccc1-n1cnnn1,1638,1847
CC(O/N=C/c1ccc(OC(F)F)cc1)C(=O)Nc1cccc(S(=O)(=O)N2CCOCC2)c1 (stereo unspecified),1635,1600
CCOC(=O)CC(NC(=O)c1cc2ccccc2oc1=O)c1cccc([N+](=O)[O-])c1 (stereo unspecified),1537,1981
Cc1cccc(C)c1NC(=O)COC(=O)c1ccc2[nH]c3c(c2c1)CCCC3,1639,1942
O=C(CN(c1ccccn1)S(=O)(=O)c1ccc(F)cc1)Nc1ccccc1,1508,1718
O=C(O)c1ccccc1-c1nc2ccccc2n1-c1ccccc1,1511,1738
O=C(Oc1ccc(Br)cc1C(=S)N1CCCC1)c1ccccc1F,1385,1753
CN(CC(=O)NC(=O)NCc1ccccc1)Cc1ccc(Cl)c(Cl)c1,1422,1860
O=C1OCC=C1NNC(=O)c1cccnc1,1565,1889
Cc1ccc(CNC(=O)c2ccc(N3CCc4ccccc43)c([N+](=O)[O-])c2)cc1,1646,1853
Cn1c(CO)cnc1S(=O)(=O)Cc1ccc(Cl)cc1,1881,2015
CCCn1cc(SCC(=O)Nc2nnc(C)s2)c2ccccc21,1632,1604
O=C(c1cccc2ccccc12)C1CCCN(C(=O)CCN2CCCO2)C1 (stereo unspecified),1576,1516
Cc1ccc(C(C)C)cc1OCCN1CCCC1,1632,1740
CCN(c1ccccc1)S(=O)(=O)c1cccc(C(=O)OCc2nc3sc(C)c(C)c3c(=O)[nH]2)c1,1509,1489
CCCC(=O)Nc1ccc(NC(=S)NC(=O)c2cccs2)cc1,1546,1558
COc1ccc(-c2csc(Nc3ccccn3)n2)cc1,1636,1806
CC1(C)NC(=O)N(CCCSc2ccc(Cl)cc2)C1=O,1449,1578
Cc1ccc(C(C(=O)NC(C)(C)C)N(Cc2cccs2)C(=O)c2ccc3c(c2)OCCO3)cc1 (stereo unspecified),1463,1743
Cc1ccccc1-n1nc2c(c1NC(=O)/C=C\c1ccc3c(c1)OCO3)CSC2,1641,1692
OCCC1CN(Cc2cccn2-c2cccnc2)CCN1CCc1ccccc1 (stereo unspecified),1579,1704
CCCCNC(=S)NNC(=O)c1ccncc1,1570,1880
CSc1nc2ncc3c(n2n1)CC(C)(C)CC3=O,1506,1597

# A draw from above in order of molar mass, largest number first:
SMILES,SRC3 TRFRET art,SRC1 TRFRET art
CC(O/N=C/c1ccc(OC(F)F)cc1)C(=O)Nc1cccc(S(=O)(=O)N2CCOCC2)c1 (stereo unspecified),1635,1600
O=C(CCc1nnc(CCCCc2ccccc2)o1)NCCN1CCOC1=O,1588,1849
CN(CC(=O)NC(=O)NCc1ccccc1)Cc1ccc(Cl)c(Cl)c1,1422,1860
Cc1cccc(C)c1NC(=O)COC(=O)c1ccc2[nH]c3c(c2c1)CCCC3,1639,1942
O=C(c1cccc2ccccc12)C1CCCN(C(=O)CCN2CCCO2)C1 (stereo unspecified),1576,1516
O=C(O)c1ccccc1-c1nc2ccccc2n1-c1ccccc1,1511,1738
CCn1ncc(/C=C2/SC(=S)NC2=O)c1C,1759,1992

# Single values from the entries so far.
# Reading for CSc1nc2ncc3c(n2n1)CC(C)(C)CC3=O in SRC3 TRFRET art: 1506
# Reading for O=C1OCC=C1NNC(=O)c1cccnc1 in SRC1 TRFRET art: 1889

# Following part
SMILES,SRC3 TRFRET art,SRC1 TRFRET art
NC(=O)c1ccc(-n2nnnc2SCC(=O)c2ccc(O)c(O)c2)cc1,1352,1724
Cc1nc(C)c(C(=O)N/N=C/c2ccco2)s1,1547,1749
COc1ccc(CC(=O)Nc2nc(C)cs2)cc1,1396,1619
C/C(=N\N1CCN(c2ccccc2)CC1)c1ccco1,1563,1872
N[C@@H](CO)c1nnc([C@H](CCC(=O)O)NC(=O)C2CCNCC2)o1,1679,1604
COc1cc(Cl)c(C)cc1NC(=O)CSc1nnc(CCC(=O)O)c(=O)[nH]1,1524,1713
CCOc1ccc(N(C(C)C(=O)NN=C2CCCCCCC2)S(C)(=O)=O)cc1 (stereo unspecified),1407,1592
COCCn1c(SCC(=O)NNC(=O)c2ccccc2)nc2ccccc2c1=O,1492,1868
N#C/C(=C\c1ccc(F)c(F)c1)C(=O)NC1CCCCC1,1674,1599
CC1=C(C(=O)Nc2ccc(C)cc2C)C(c2cccc(Cl)c2)n2nc(C(=O)OC(C)C)nc2N1 (stereo unspecified),1470,1825
O=C(O)CCN(Cc1ccccc1)S(=O)(=O)c1ccc(Cl)cc1F,1480,2049
COc1ccccc1C(CCNS(=O)(=O)c1ccc(C)cc1)c1ccco1 (stereo unspecified),1520,1676
N=C1/C(=C\c2ccc(OC(=O)c3ccco3)cc2)C(=O)N=C2SC=NN12,1627,1992
O=C(Cn1cnc2ccccc2c1=O)NCC(=O)N1CCOCC1,1594,2080
Cc1ccc(CN2CCSc3ccc(C(=O)N4CCN(c5ncccn5)CC4)cc32)cc1,1727,1822
Cc1ccc(CN2CC(C(=O)Nc3ccc(F)c([N+](=O)[O-])c3)CC2=O)cc1 (stereo unspecified),1704,1560
S=C(N/N=C1\C2CN3CCN(C2)CC1(c1ccccc1)C3)Nc1ccccc1,1544,1930
CS(=O)(=O)N(Cc1ccccc1)c1ccc(C(=O)NN=C2CCCCCC2)cc1,1476,1707
COc1ccc(CCN2C(=O)CC(C(N)=O)SC2=Nc2ccc(F)cc2)cc1OC (stereo unspecified),1345,2000
COc1ccc(C2C3=C(NCCN=C3c3ccccc3)C(=O)N2c2ccccc2)c(OC)c1 (stereo unspecified),1224,1642
Cc1cc(C)c(OCCN2CC(C)OC(C)C2)c(Br)c1 (stereo unspecified),1464,1700
OC(COc1ccc(CN2CCCCO2)cc1)CN1CCCCC1 (stereo unspecified),1752,1927
O=C(NNC(=O)c1ccccc1[N+](=O)[O-])c1ccccc1[N+](=O)[O-],1409,1644
COc1ccc(C2CC(c3ccccc3C)n3nc(N)nc3N2)cc1 (stereo unspecified),1701,1753
Cc1ccccc1N1C(=O)CSC1=C(C#N)C#N,1539,1808
NC(=O)Cn1nc([N+](=O)[O-])nc1Oc1ccccc1C(=O)N1CCOCC1,1501,1676
COc1ccccc1/C=C/C(=O)Nc1ccc2c(c1)OCCO2,1461,1938
N#CC(Sc1ccccn1)c1ccc(Cl)cc1Cl (stereo unspecified),1500,1719
COc1ccc2cc(C(=O)C3CCCN(Cc4cnc(C)s4)C3)ccc2c1 (stereo unspecified),1490,1559
O=C(NC(=S)Nc1ccc(F)c([N+](=O)[O-])c1)c1ccccc1F,1589,1619
CCN(CC)c1cc(C)c2cc(NC(=O)c3cccs3)ccc2n1,1244,1797
CCOc1ccc(CCNS(=O)(=O)c2cnc[nH]2)cc1OCC,1457,1838
O=C(COC(=O)c1ccc(S(=O)(=O)NCc2ccco2)cc1)Nc1ccccc1OC(F)F,1511,1418
CC(C)C(C)(C#N)NC(=O)CSc1nncn1-c1ccccc1 (stereo unspecified),1582,2144
O=C(COc1nc2ccccc2nc1N1CCOCC1)NCC(F)(F)F,1590,1822
COc1ccc(N2CC(C(=O)N/N=C/c3ccccc3)CC2=O)cc1 (stereo unspecified),1415,1772
CCCCNC(=O)COC(=O)c1ccc(NC(C)=O)cc1,1637,2035
COc1ccc(CC(=O)OCC(=O)NCc2ccccc2Cl)cc1OC,1615,1680
CCc1cccc2c(-c3csc(=NC)n3C)c[nH]c12,1657,1982
O=C(NC(=S)Nc1ccc(S(=O)(=O)Nc2nccs2)cc1)c1ccccc1,1629,1767
C=CCn1c(=O)c2ccccc2n2c(SCc3nnc(-c4ccccc4Br)o3)nnc12,1689,1638
CCOc1ccc2nc(S(N)(=O)=O)sc2c1,1664,1885
Cc1cc(N2C(=O)C3CCC(c4ccccc4)CC3C2=O)no1 (stereo unspecified),1573,1490
CCOC(=O)NC(C)N1C(=O)C2C3C=CC(C3)C2C1=O (stereo unspecified),1536,1830
NCCCC[C@H](N)c1nnc([C@H](CC(=O)O)NC(=O)C2CCNCC2)o1,1365,1845
CCOC(=O)Cn1cnc(-c2ccc([N+](=O)[O-])cc2)c1,1544,1817
CCOC(=O)c1cnc2ccc(OCC)cc2c1NCCN1CCOCC1,1662,2054
Cc1c(O)c2c3c(cccc3c1O)C(=O)N(c1ccccc1)C2=O,2155*,2683*
CCOc1cc2c(cc1OC)C(c1cccc([N+](=O)[O-])c1)NCC2 (stereo unspecified),1666,1878
O=C(NCC(c1ccco1)N1CCN(c2ccc(F)cc2)CC1)OCc1ccccc1 (stereo unspecified),1401,1687
CC(=O)C1=C(O)CC(c2ccccc2)CC1=NCCc1ccccc1 (stereo unspecified),1488,1499
O=C(Cn1cncn1)c1ccc(F)cc1F,1536,1863
O=C(O)C1C2CC3C(OC(=O)C31)C2Cl (stereo unspecified),1411,1451
CCOC(=O)c1ccc(NC(=O)N2CCN(c3cccc(OC)c3)CC2)cc1,1442,1710
Cc1ccc(Nc2nc(/N=C/N(C)C)n[nH]2)cc1C,1800,1991
Cc1c(/C(O)=C2\C(=O)C(=O)N(CCCN(C)C)C2c2ccccc2)cnn1-c1ccccc1 (stereo unspecified),1770,1876
CC(C(=O)Nc1nccs1)c1ccc([N+](=O)[O-])cc1 (stereo unspecified),1398,1748
Cc1c(C(=O)O)cnc2cc(-c3ccc(Cl)cc3)nn12,1607,1706
CS(=O)(=O)N(CC(=O)Nc1ccccc1Cl)c1ccc(Cl)cc1,1671,1868
CCn1c(COc2ccc(=O)n(-c3ccccc3)n2)nnc1SCC(=O)OC,1654,1637
# The list goes on:
SMILES,SRC3 TRFRET art,SRC1 TRFRET art
CC(C)C(=O)Nc1ccc(Br)cc1Cl,1406,2170
Cc1cccc(NC(=O)c2ccc([N+](=O)[O-])o2)c1C,1583,1782
CC(C)N1CCN(Cc2coc3ccccc3c2=O)CC1CCO (stereo unspecified),1564,1849
Nc1cc(C(=O)OCC(=O)NC(c2ccccc2)c2ccccc2)ccc1Cl,1558,1703
CCN(CC)CCn1c(N)cc(=O)[nH]c1=O,1605,1471
O=C(/C=C/c1ccco1)Nc1ccccc1N1CCCC1,1516,1719
CCCC(CCC(=O)Nc1cc([N+](=O)[O-])ccc1O)C(=O)O (stereo unspecified),1577,1535
CN(C)Cc1nc2ccccc2c(=O)n1Cc1nc(-c2cccc([N+](=O)[O-])c2)cs1,1577,1639
O=S(=O)(Nc1nc2ccccc2nc1Cl)c1ccc2ccccc2c1,1713,1853
O=C(c1cccs1)N1CCC2(O)CCCCC2C1c1ccc(F)cc1 (stereo unspecified),1608,1588
OC(COc1ccc(Cl)c2ccccc12)CN1CCN(c2ccccn2)CC1 (stereo unspecified),1549,1728
Cc1cc(C)n(CCN(C)c2nc3nonc3nc2NC2CC2)n1,1881,1832
CCN(CC)c1ccc(NC(=O)c2cnc3ccccn3c2=O)c(C)c1,1679,1863
C/C(=N\NC(=O)C1=NNC(=O)C1C)c1cccs1 (stereo unspecified),1563,1893
COc1cccc(NC(=O)CN2C(=O)C(c3ccc(C)cc3)=NC23CCCCCC3)c1,1629,1855

# In a second layout: entries from further up
# Fields: SRC3 TRFRET art | SRC1 TRFRET art
CCOc1ccc(N(C(C)C(=O)NN=C2CCCCCCC2)S(C)(=O)=O)cc1 (stereo unspecified)
→ 1407 | 1592
COCCn1c(SCC(=O)NNC(=O)c2ccccc2)nc2ccccc2c1=O
→ 1492 | 1868
N#C/C(=C\c1ccc(F)c(F)c1)C(=O)NC1CCCCC1
→ 1674 | 1599
CC1=C(C(=O)Nc2ccc(C)cc2C)C(c2cccc(Cl)c2)n2nc(C(=O)OC(C)C)nc2N1 (stereo unspecified)
→ 1470 | 1825
O=C(O)CCN(Cc1ccccc1)S(=O)(=O)c1ccc(Cl)cc1F
→ 1480 | 2049

# Further entries follow.
SMILES,SRC3 TRFRET art,SRC1 TRFRET art
COc1cc(OC)nc(NC(=S)NC(=O)c2ccccc2)n1,1425,1892
NC(=O)c1ccccc1NC(=S)NC(=O)c1ccc(Br)o1,1735,1947
CCOc1cccc(OCCOCCN2CCCC2)c1,1718,1782
Cc1cccc(-n2cc(CNCCN3CCOC3=O)c(-c3cccc(F)c3)n2)c1,1614,1816
Cc1cc(=O)n2c3ccccc3n(CC(O)CN3CCC(C)CC3)c2c1C#N (stereo unspecified),1536,1631
CCCCOc1ccc(C2NC(=O)NC(C)=C2C(C)=O)cc1OCC (stereo unspecified),1490,1684
O=C(O)c1ccc(-c2ccc(/C=C3\NC(=O)N(Cc4ccc(Cl)cc4)C3=O)o2)cc1Cl,1395,1931
CC(Oc1ccc(Cl)cc1)C(=O)N/N=C/c1ccsc1 (stereo unspecified),1657,1667
NCCCC[C@H]1CNC(=S)N1CCCCC1CCCCC1,1439,1650
O=C(O)c1ccc(O)c(N2C(=O)Nc3ccccc3N2O)c1,1762,1694
CC(=O)NC1C(OCc2cccc(Br)c2)OC(COC(C)=O)C(OC(C)=O)C1OC(C)=O (stereo unspecified),1502,1784
CC(C)CCOc1ccc(C2=NNC(=O)CC2)cc1,1627,1777
N[C@@H](C(=O)N[C@@H]1C(=O)N2C(C(=O)O)=C(Cl)CS[C@H]12)c1ccccc1,1511,1679
COc1ccc(C2C3=C(CC(C)(C)CC3=O)N(C)C3=C2C(=O)CC(C)(C)C3)cc1,1483,1828
Cc1ccc(NC(=S)N2CCCC(c3nc4ccccc4[nH]3)C2)cc1 (stereo unspecified),1422,1667
O=C(c1cccs1)N(C(=O)c1cccs1)c1ccccn1,1544,1700
